From PubChem BioAssay
hgDAF12 agonist – H. glycines DAF-12 receptor agonists, primary screen, cell-based, luminescence, HEK293, GAL4 fusion, UAS-luciferase | activation, % at 6.8 µM | HEK293 GAL4-hgDAF12 UAS-luciferase reporter, agonist luminescence; normalized to butyrate control | hit rate 1.8% among 370,000 | Nuclear hormone receptor DAF-12 (Heterodera glycines), GAL4 fusion;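 active means activation above a cutoff set at the mean of all screened compounds plus 3 SD, cut at about 10% in these data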;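 further: 0% = DMSO wells and 100% = sodium butyrate wells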
ssDAF-12 act – S. stercoralis DAF-12 nuclear receptor activators, primary screen, cell-based, luminescence, HEK293, GRIP1 co-expression, lit1-tk-luc | Nuclear hormone receptor DAF-12 (Strongyloides stercoralis) | AID 652126, 2013 | activation, % at 6.8 µM | hit rate 1% among 370,000 | HEK293 ssDAF-12/GRIP1 lit1-tk-luc reporter; % of 3 µM dafachronic acid response;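 active means activation above the mean over all tested compounds plus 3 SD, cut at about 0.9% in these data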;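 further: 0% = DMSO-only wells and 100% = 3 µM delta7-dafachronic acid wells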
FXN GAA850 act – FXN promoter activators, primary screen, cell-based, luciferase luminescence, HEK293 lucGAA850; HEK293 lucGAA850 FXN promoter luciferase reporter, 24 h; percent of 10 µM SAHA response; activation, % at 6 µM; hit rate 0.56% among 360,000;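 active means activation above the average of all compounds screened plus 3 SD, cutoff fixed separately per campaign, cut at about 7.5% in these data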;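 further: 0% = DMSO wells and 100% = 10 µM SAHA wells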
ADAM17 inh – ADAM17 inhibitors, primary screen, biochemical, QFRET | recombinant ADAM17, EDANS/DABCYL FRET peptide cleavage | inhibition, % at 6.95 µM | hit rate 0.83% among 370,000 | AID 720648, 2013;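 active means inhibition above the mean of compounds lying between control limits plus 3 SD, set per campaign, cut at about 8.5% in these data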;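 further: 0% = DMSO-only wells as the low control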
NPR1 activator – GC-A stimulated cGMP production enhancers – HEK293 GC-A cells, cGMP TR-FRET, EC30 ANP, primary screen. AID 1671463, 2021. Atrial natriuretic peptide receptor 1 (Homo sapiens), P16066. activation, % at 10 µM. 0% at EC30 ANP, 100% saturating ANP. hit rate 0.14% among 370,000; in the data active means activation above about 40%
Target sequence (P16066 whole entry, looked up): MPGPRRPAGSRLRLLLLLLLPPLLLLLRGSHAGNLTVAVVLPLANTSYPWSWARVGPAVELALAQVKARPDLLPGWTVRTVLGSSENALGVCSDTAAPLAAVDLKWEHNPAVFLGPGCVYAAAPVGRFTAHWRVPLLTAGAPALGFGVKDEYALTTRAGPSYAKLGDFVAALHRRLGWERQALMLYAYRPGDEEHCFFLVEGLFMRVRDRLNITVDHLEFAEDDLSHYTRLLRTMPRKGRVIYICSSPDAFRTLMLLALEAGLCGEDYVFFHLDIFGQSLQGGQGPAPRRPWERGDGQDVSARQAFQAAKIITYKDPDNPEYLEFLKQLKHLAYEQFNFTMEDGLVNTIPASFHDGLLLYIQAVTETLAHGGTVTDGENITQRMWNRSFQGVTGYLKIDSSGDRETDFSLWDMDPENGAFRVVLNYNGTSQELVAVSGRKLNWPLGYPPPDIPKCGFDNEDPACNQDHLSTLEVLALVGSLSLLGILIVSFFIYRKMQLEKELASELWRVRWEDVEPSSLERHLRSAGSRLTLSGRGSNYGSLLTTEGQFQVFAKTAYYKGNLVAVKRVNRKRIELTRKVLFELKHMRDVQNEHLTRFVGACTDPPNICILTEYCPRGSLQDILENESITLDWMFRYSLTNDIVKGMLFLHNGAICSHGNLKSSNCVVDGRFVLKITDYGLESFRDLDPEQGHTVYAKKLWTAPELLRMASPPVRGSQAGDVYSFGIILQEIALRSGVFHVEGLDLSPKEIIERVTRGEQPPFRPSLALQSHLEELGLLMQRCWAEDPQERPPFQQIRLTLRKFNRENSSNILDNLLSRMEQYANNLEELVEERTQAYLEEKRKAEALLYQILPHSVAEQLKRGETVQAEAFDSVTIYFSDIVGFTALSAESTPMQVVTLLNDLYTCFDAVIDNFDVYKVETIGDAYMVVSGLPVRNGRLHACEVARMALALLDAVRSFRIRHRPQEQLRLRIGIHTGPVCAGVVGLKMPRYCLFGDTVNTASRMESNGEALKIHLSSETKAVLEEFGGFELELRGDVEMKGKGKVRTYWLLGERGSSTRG
SMARCA2 act – SMARCA2 (BRM) function activators, primary screen, cell-based, luminescence, high throughput; AID 652017, 2013; MG213 cells, MMTV-luciferase reporter, dexamethasone, overnight; hit rate 1% among 370,000; activation, % at 9.1 µM; in the data active means activation above about 7.8%;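 further: 0% = vehicle wells and 100% = reference activator wells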
ADAM10 inh – human ADAM10 inhibitors, primary screen, biochemical, QFRET, HTS; Disintegrin and metalloproteinase domain-containing protein 10 (Homo sapiens), O14672; AID 720582, 2013; recombinant ADAM10, EDANS/DABCYL FRET peptide cleavage, 3 h; inhibition, % at 7 µM; hit rate 0.62% among 370,000;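 active means inhibition above a per-campaign cutoff equal to the mean of compounds falling between control-based bounds plus 3 SD, cut at about 20% in these data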;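 further: 0% = DMSO wells while the 100% control is not disclosed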
PG9 Ab binder – binders of HIV-1 gp120 antibody PG9, primary screen, biochemical, TR-FRET; HIV-1 gp120 / PG9 antibody interaction; TR-FRET gp120-PG9 antibody binding; inhibition, % at 6.7 µM; hit rate 0.43% among 360,000; AID 624416, 2012; in the data active means inhibition above about 8.5%
DAX1 inh-1 – DAX1 (NR0B1) inhibitors, primary screen, cell-based, HEK293, Gal4-DAX1, luciferase luminescence; Nuclear receptor subfamily 0 group B member 1 (Homo sapiens), P51843; HEK293 Gal4-DAX1 luciferase reporter; inhibition, % at 6.75 µM; hit rate 0.99% among 340,000; AID 504766, 2011;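 active means inhibition above the mean over all tested compounds plus 3 SD, cut at about 4.2% in these data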;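 further: 0% = DAX1-transfected cells with DMSO and 100% = empty-vector control cells with DMSO; inhibition shows as a rise in luminescence from relieved DAX1 repression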
hcDAF12 agonist – H. contortus DAF-12 nuclear receptor activators, primary screen, cell-based, luminescence, HEK293, lit1-tk-luc reporter; HEK293 hcDAF-12 lit1-tk-luc reporter; 0% DMSO, 100% Δ7-dafachronic acid; activation, % at 6.8 µM; hit rate 1.4% among 370,000; AID 652067, 2013;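 active means activation above the mean of all tested compounds plus 3 SD, cut at about 5.5% in these data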;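 further: 100% = response to 3 µM Δ7-dafachronic acid high control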
DAX1 inh-2 – DAX1 (NR0B1) inhibitors on StAR promoter, primary screen, cell-based, luminescence, SF-1 (NR5A1), full-length DAX-1. HEK293T StAR-luciferase reporter, SF-1/DAX-1 repression relief. inhibition, % at 6.8 µM. hit rate 1.1% among 370,000. AID 652010, 2013;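 active means inhibition above the mean over all tested compounds plus 3 SD, cut at about 3.6% in these data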;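 further: 0% = DAX-1 cells with DMSO and 100% = cells lacking DAX-1 with DMSO; higher inhibition means more luminescence from relief of DAX-1 repression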
* hit, by the source's call; x = not tested or not shown.

SMILES	hgDAF12 agonist	ssDAF-12 act	FXN GAA850 act	ADAM17 inh	NPR1 activator	SMARCA2 act	ADAM10 inh	PG9 Ab binder	DAX1 inh-1	hcDAF12 agonist	DAX1 inh-2
CCc1cccc(NC(=O)C2CCN(S(=O)(=O)c3ccc4[nH]c(=O)ccc4c3)CC2)c1	-0.7	-1.7	0.7	0	-2	-1	-3	3.7	1.5	-0.3	1.6
O=C(Nc1nc(-c2cc(F)ccc2F)cs1)c1ccccn1	4.3	-0.7	5.6	0	5	5	-11	-0.7	0.1	2.0	-0.5
O=C1c2ccc(Cl)cc2S(=O)(=O)c2cccc(C(=O)N3CCN(c4ncc(Br)cn4)CC3)c21	0.0	-0.8	-0.7	-4	0	0	2	0.0	0.5	-1.0	0.3
Cc1cc(NC(=O)COC(=O)c2ccc(S(=O)(=O)N3CCCC3)cc2)no1	-0.1	-0.7	1.6	-2	1	-2	1	0.6	0.1	-1.5	0.0
CN(C)c1ccc(/C=N/NC(=O)CCCCCNC(=O)c2ccccc2)cc1	5.8	0.1	2.8	-72	-5	-3	-199	-4.2	1.5	-0.8	0.2
CC1CCN(Cc2c(C(=O)N/N=C/c3cc(Cl)ccc3O)nnn2-c2nonc2N)CC1	-0.7	-1.4	-4.3	-3	1	-2	-8	-1.4	0.1	1.2	-0.6
CCCS(=O)(=O)N1CCCC(C(=O)NCCCN2CCN(c3ccccc3F)CC2)C1 (stereo not given)	0.5	-1.3	-2.4	-3	9	0	-8	0.7	-0.4	-2.1	-0.5
Cc1ccc(Nc2nc(N)nc(CN3CCN(Cc4ccc5c(c4)OCO5)CC3)n2)c(C)c1	-2.6	-0.8	-3.3	-5	-4	-4	0	-0.1	-0.9	-1.7	-0.8
CCC1CCCCN1C(=S)Nc1ccc(C(C)=O)cc1 (stereo not given)	-4.5	-1.1	5.4	1	0	-1	-3	0.0	0.8	-1.9	-0.1
Cc1cc(NC(=O)CCN2CC(C)OC(C)C2)ccc1Br (stereo not given)	-3.4	-1.2	3.6	-2	-1	2	4	-0.2	-1.3	-1.7	-0.4
O=C(COC(=O)CCC(=O)c1cccs1)NCc1ccccc1	4.9	-0.9	-0.9	-1	0	-2	-1	0.7	1.2	-0.5	-0.3
Cc1ccc(Nc2ccc(S(=O)(=O)N3CCOCC3)cc2[N+](=O)[O-])cc1C	-4.0	-1.9	1.9	1	-3	-2	-4	-2.2	-0.8	-2.9	-1.6
Cc1ccc(C2(C)NC(=O)N(CC(=O)N(c3ccccc3)C3CCS(=O)(=O)C3)C2=O)cc1 (stereo not given)	1.9	-0.9	0.3	2	1	0	-13	0.9	1.7	-0.5	-0.8
CCN(CC)S(=O)(=O)c1ccc(Cl)c(NC(=O)COc2ccc(OC)cc2[N+](=O)[O-])c1	-4.0	-0.2	1.2	2	-1	-4	-3	0.5	-0.1	0.8	-0.6
CCOc1ccc(S(=O)(=O)N2CCN(c3ccccc3F)CC2)c2cccnc12	-4.9	-1.5	4.3	2	2	-3	-4	-0.4	-1.6	-4.2	0.0
CC1CCCCC1NC(=O)c1cc(Cl)nc2ccccc12 (stereo not given)	5.0	1.4*	-0.2	-5	0	-2	-19	-1.4	1.7	3.5	1.7
COc1ccc(CNC(=O)CCC2N=C3c4ccccc4N=C(SCC(=O)NCC4CCCO4)N3C2=O)cc1 (stereo not given)	3.5	-1.0	0.0	-30	1	-1	-84	0.4	0.2	-1.9	0.0
CC(=O)Nc1c(Nc2ccccc2)c2ccccc2oc1=O	-1.4	-1.6	0.8	-5	1	-4	-6	0.8	x	-0.5	-0.2
CS(=O)(=O)N1CCC(Oc2ccccc2C(=O)N2CCN(CC3CC3)CC2)CC1	-0.1	-0.8	-0.5	1	-1	-2	5	-1.7	-0.6	0.2	0.4
COc1ccc(C2C(C(=O)Nc3ccc(OC)c(OC)c3)c3ccccc3C(=O)N2C)cc1 (stereo not given)	0.7	-1.7	1.3	-1	-1	1	-10	0.2	0.5	-1.6	0.4
O=C(Cc1ccccc1)Nc1ccc(C(=O)NCc2ccccc2)cc1	-0.3	-1.1	0.8	-3	3	0	6	-4.2	1.1	-2.4	0.3
CCCCCC(=O)N1C[C@H](O)[C@@H](n2cc(COC(=O)c3ccccc3)nn2)C[C@@H]1c1ccccc1	4.6	-0.2	0.3	3	-3	-2	-3	-2.3	3.2	-1.3	-0.2
CCC(O)(CC)C(=O)N(Nc1ccc(C)cc1)c1ccc(C)cc1	4.2	-0.8	1.2	4	-39	0	5	0.0	2.1	-1.4	0.1
COc1ccc(Oc2ccc(C(F)(F)F)cc2NC(=O)CC(CC(=O)O)c2ccccc2)cc1 (stereo not given)	0.9	-1.2	0.7	-2	-4	2	-1	-0.5	0.4	-0.1	-0.2
NS(=O)(=O)c1ccc(CCNC(=O)COC(=O)COc2cccc(C(F)(F)F)c2)cc1	0.9	-1.2	-0.5	-5	0	-4	-14	0.4	-1.0	-0.3	0.1
Cc1ccc(CN(C)CCc2ccccn2)cc1	-1.3	-1.1	-2.9	8	-3	-4	1	0.4	0.5	-0.9	1.2
COc1ccccc1OCc1ccc(C(=O)N/N=C/c2ccco2)cc1	-3.8	-1.0	3.5	3	4	-4	3	0.9	-0.3	-3.1	-0.2
O=C(NC(Cc1c[nH]c2ccccc12)C(=O)O)c1cccs1 (stereo not given)	2.2	-1.3	1.7	2	4	3	6	-3.7	0.2	1.8	0.6
O=C(O)CSC(NC(=O)c1cccnc1)(C(F)(F)F)C(F)(F)F	0.2	-1.1	1.1	0	3	-2	0	-0.8	0.8	-1.8	0.5
C/C=C\C(=O)Nc1cccc(C2=NOC3(C2)C[C@@H](C(N)=O)N(C(=O)CCCCC)C3)c1 (stereo not given in full)	0.0	-1.4	-1.9	-3	-1	-1	-1	0.7	-0.7	-0.8	-0.4

Sorted by heavy-atom count (rising): 5 of the compounds above
SMILES	hgDAF12 agonist	ssDAF-12 act	FXN GAA850 act	ADAM17 inh	NPR1 activator	SMARCA2 act	ADAM10 inh	PG9 Ab binder	DAX1 inh-1	hcDAF12 agonist	DAX1 inh-2
O=C(NC(Cc1c[nH]c2ccccc12)C(=O)O)c1cccs1 (stereo not given)	2.2	-1.3	1.7	2	4	3	6	-3.7	0.2	1.8	0.6
O=C(O)CSC(NC(=O)c1cccnc1)(C(F)(F)F)C(F)(F)F	0.2	-1.1	1.1	0	3	-2	0	-0.8	0.8	-1.8	0.5
O=C(Cc1ccccc1)Nc1ccc(C(=O)NCc2ccccc2)cc1	-0.3	-1.1	0.8	-3	3	0	6	-4.2	1.1	-2.4	0.3
CS(=O)(=O)N1CCC(Oc2ccccc2C(=O)N2CCN(CC3CC3)CC2)CC1	-0.1	-0.8	-0.5	1	-1	-2	5	-1.7	-0.6	0.2	0.4
COc1ccc(CNC(=O)CCC2N=C3c4ccccc4N=C(SCC(=O)NCC4CCCO4)N3C2=O)cc1 (stereo not given)	3.5	-1.0	0.0	-30	1	-1	-84	0.4	0.2	-1.9	0.0

(next part)
SMILES	hgDAF12 agonist	ssDAF-12 act	FXN GAA850 act	ADAM17 inh	NPR1 activator	SMARCA2 act	ADAM10 inh	PG9 Ab binder	DAX1 inh-1	hcDAF12 agonist	DAX1 inh-2
Cc1[nH]c2ccc(C(=O)NCCCN3CCN(C)CC3)cc2c1C	2.1	-1.0	0.1	-2	-3	-2	-9	-3.9	0.9	1.8	-0.4
COc1ccc(NC(=O)CSc2nnc(Cc3cccs3)n2C)cc1	0.5	-0.3	-0.5	1	2	-2	-4	-2.3	0.0	0.0	1.1
Cc1ccc(S(=O)(=O)N2CCCCC2)cc1NC(=O)c1ccccn1	-0.3	-1.6	2.4	-1	1	1	3	-1.0	-2.1	-1.6	0.3
Cc1cccc(OCCCCCN2CCOCC2)c1C	0.8	-0.7	-0.6	0	2	2	11	-1.0	0.1	-1.6	-1.1
CCN(CC)c1nc(C)c2c(c1C#N)CC(C)(C)OC2	0.4	-0.8	0.4	-31	1	-2	-69	0.3	0.7	-0.3	-0.2
CCOCCCNC(=O)C(c1ccccc1)N(Cc1cccs1)C(=O)CNC(=O)c1ccccc1 (stereo not given)	0.4	-1.1	-1.0	2	-3	8.7*	10	-0.9	-2.0	-0.7	-1.4
COc1ccc2c(c1)C(c1ccccc1)=NNC(c1ccco1)=N2	1.8	-0.9	-1.2	1	-7	3	-9	-3.0	1.1	-0.1	0.4
O=C(c1cccc(NS(=O)(=O)c2cccc(F)c2)c1)N1CCN(c2ccccc2)CC1	2.7	-1.2	-0.2	4	-1	-1	3	-1.3	-0.5	1.0	0.0
NC(c1csc(NC(=O)Nc2ccc(OC(F)(F)F)cc2)n1)C1CCCCC1 (stereo not given)	1.4	-0.9	0.0	-1	2	-2	-1	-0.5	x	-1.3	-0.6
CCOc1cc(CNCc2ccncc2)cc(Br)c1OCc1ccccc1F	-3.1	-2.2	-0.6	-3	-8	-3	7	-0.2	-2.3	-4.2	-1.8
Cc1ccc(OCC(=O)NC(=S)Nc2cccc(NC(=O)c3ccc(Cl)cc3Cl)c2)cc1	-0.2	-1.8	0.2	1	-8	-3	5	-1.9	0.7	0.1	-0.7
COc1cccc(CNC(C)C(=O)Nc2ccc(S(=O)(=O)N3CCCC3)cc2)c1 (stereo not given)	-1.5	-1.1	-0.1	-1	0	1	-1	0.0	-0.2	-1.1	-1.3
Nc1nnc(CC(=O)N/N=C/c2ccccc2OCc2ccc(F)cc2)s1	0.6	-1.4	-1.3	-4	-40	-6	-5	-2.2	x	-0.5	0.0
COCc1cccc(-c2csc(C(C)(NC(C)=O)c3ccccc3)n2)c1 (stereo not given)	8.6	-0.9	-0.5	1	-5	-3	-12	-0.1	x	-1.5	-2.2
COc1ccc(-c2cccc(C(=O)N3CCOCC3)c2)cc1	3.2	-1.1	4.1	-4	2	0	0	-2.7	1.8	0.0	1.0
COc1ccc(C(=O)NC(=S)Nc2cccc3cc(O)ccc23)cc1OC	-4.0	-0.2	-1.4	3	2	-3	10	-1.2	0.9	-0.4	-1.4
N#Cc1ccc(/C=C2\CC3(OC(=O)C4CCCCC4)CCCN2C3)cc1 (stereo not given)	-1.0	-1.0	x	3	-3	-3	-5	x	x	-2.9	0.9
O=C(Cc1c(C(=O)O)[nH]c2ccccc12)NCCN1CCN(c2ccccc2F)CC1	0.3	-1.3	0.1	-6	4	-2	-2	0.5	2.8	-2.4	-0.1
N#Cc1c2c(c(NCc3cccnc3)n3c1nc1ccccc13)CCC2	4.1	-1.0	1.8	-101	10	-1	-388	-3.3	-0.8	-1.3	-0.7
